Myeloid diff 2 = myeloid differentiation induction | ER-HoxA9 myeloid progenitors, lysozyme-GFP differentiation, flow cytometry | calls only at 10 µM | AID 624256 | 360,000 tested, 1% active;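 active = normalized GFP-positive differentiation at or above the plate's own cutoff, the solvent-only control mean plus 3 SD; inconclusive = no clear call, values can overlap the other calls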;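 note: cells exposed to compound for four days before flow analysis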
Myeloid diff 2 GFP+ MAC1+ % = also measured in Myeloid diff 2; calls as there; GFP+ MAC1+ double positive, %; measured here: differentiation confirmed by MAC1 staining
* = called active by the depositor; i = inactive; ? = inconclusive; . = not tested or not shown. Some of the compounds tested; the hit share may differ from the screen's.

SMILES	Myeloid diff 2	Myeloid diff 2 GFP+ MAC1+ %
CCCNC(=O)C1(C)CCCN(Cc2ccc(Cl)cc2)C1 (centres undefined)	i	0.9
CC(C)NC(=O)C1C(c2ccc(C(F)(F)F)cc2)=Nc2ccccc2N1C(=O)c1cccc2ccccc12 (centres undefined)	i	1.7
CC(=O)C1CCC2C3CC(C)C4(O)CC(=O)CCC4(C)C3C(O)CC12C (centres undefined)	?	.
CC1(C(=O)Nc2ccc(Cl)c(Cl)c2)CCN1C(=O)CC(c1ccccc1)c1ccccc1 (centres undefined)	i	0.1
O=c1[nH]c(=S)[nH]c2c1[C@H](CCc1cccc(Cl)c1)O[C@H](C1CCCC1)C2	i	0.8
CCC(C(=O)NC(C)(C)C)n1c(-c2ccccc2)nc2ccccc21 (centres undefined)	i	2.0
O=C(NC1CC1)c1ccc2sc([C@H]3C[C@H](O)[C@@H](CO)O3)nc2c1	i	0.9
O=C(CC1CC2CCC1C2)N1CCN(S(=O)(=O)c2ccc(C(F)(F)F)cc2)CC1 (centres undefined)	i	0.6
O=C(NOCc1ccccc1)c1cccc([N+](=O)[O-])c1	i	1.5
COc1ccc(CCNC(=O)Nc2nc(C(N)COCc3ccccc3)cs2)cc1OC (centres undefined)	i	0.7
N#CC1C(=O)NC(=O)C(C#N)C12CCCc1sccc12 (centres undefined)	i	1.4
CC1(C(=O)NS(=O)(=O)c2cccc(C#N)c2)CCN1C(=O)c1cccc2ccccc12 (centres undefined)	i	0.9
CCc1nc2c(OCCc3cccc(OC)c3)cccn2c1N(C=O)Cc1ccccc1	i	0.8
O=C(/C=C/[C@H]1O[C@@H](n2ccc(=O)[nH]c2=O)[C@H](O)[C@@H]1O)NCCN1CCOCC1	i	1.8
OC[C@@H]1CN(Cc2cccnc2)C[C@H](n2cnc3c(N4CCN(c5ccccc5)CC4)ncnc32)O1	i	2.1
CC1=C(C(=O)N2CCCCCC2)CC(CC(=O)NCC2CCCCC2)C(=O)N1Cc1ccccc1 (centres undefined)	i	1.5
CCCCCC(=O)N1C[C@@H](O)[C@H](n2cc(COC(=O)c3ccccc3)nn2)C[C@@H]1c1ccc(OC)cc1	i	1.3
OC(c1ccc(CN2CCCCC2)cc1)c1ncc(-c2ccccc2)[nH]1 (centres undefined)	i	3.1
CCOc1ccc(CNC(=O)C2CCN(S(=O)(=O)N3CCC(C)CC3)CC2)cc1OC	i	0.8
CCCCN(C)c1c(C)nc2ccc(C(=O)NCc3ccc(OC)cc3)cn12	i	2.0
CC(C)C[C@H]1CN([C@@H](Cc2ccccc2)CN2CCC[C@@H]2CN2C(=O)C(=O)NC[C@@H]2Cc2ccc(O)cc2)C(=O)C(=O)N1CC1CCCCCC1	i	1.4
Cc1ccc(S(=O)(=O)N2C[C@@H]3[C@H]4CC[C@H](C4)[C@@H]3[C@@H](C)[C@@H]2C2CCCCC2=O)cc1 (some centres undefined)	i	0.3
O=C(c1[nH]c(C(F)(F)F)nc1-c1ccccc1)N1CCC(Cc2ccccc2)CC1	i	0.2
CC(C)N(C)c1ncnc2c1ncn2[C@H]1CN(Cc2ccc(-c3ccccc3)cc2)C[C@@H](CO)O1	i	1.0

Fetched by structure from the entries so far, 2 records:
SMILES	Myeloid diff 2	Myeloid diff 2 GFP+ MAC1+ %
CCOc1ccc(CNC(=O)C2CCN(S(=O)(=O)N3CCC(C)CC3)CC2)cc1OC	i	0.8
CCCCN(C)c1c(C)nc2ccc(C(=O)NCc3ccc(OC)cc3)cn12	i	2.0

Going on with the list.
SMILES	Myeloid diff 2	Myeloid diff 2 GFP+ MAC1+ %
COc1cccc(NC(=O)CN(C)C(=O)c2ccc(NC(=O)CC3SC(N4CCCC4)=NC3=O)cc2)c1 (centres undefined)	i	1.4
CC1CCN(C(=O)COC(=O)c2cccc(S(=O)(=O)N3CCOCC3)c2)CC1	i	1.3
CCN(CC)CCCC(C)Nc1nccc2cccc(Cl)c12 (centres undefined)	i	1.0
OCC1OC(Nc2ccccc2C=NO)C(O)C1O (centres undefined)	i	2.0
CCc1nc2c(OCCOc3ccc(F)cc3)cccn2c1N(C)C(=O)CC(C)C	i	1.0
COc1ccc(C(NC(=O)C2CCN(Cc3ccc(Oc4ccccc4)cc3)CC2)c2ccccc2C)cn1 (centres undefined)	i	1.5
CNc1cncc(-c2ccc(OC)cc2OC)n1	i	0.6
Nn1c(-c2cccc(O)c2)nnc1-c1cccc(O)c1	i	0.4
O=C(NC1CC1)c1cccc(NC(=O)C2CCCC2)c1	i	1.1
CC(=O)Nc1ccc(C(=O)N2CCCCC2c2cc(C(=O)Nc3cccc4c3CCCC4)no2)cc1 (centres undefined)	i	2.0
Cc1ccc(-c2cnc(C(O)c3cc(C)cc(C)c3)[nH]2)cc1 (centres undefined)	i	0.3
O=C1OCCN1C(=O)[C@H]1[C@H](c2ccc(Cl)cc2)C(c2cccc(Cl)c2)=NN1c1ccc(Br)cc1	i	3.9
Cc1cccc(NC(=O)c2nc[nH]c2C(=O)Nc2ccccc2F)c1	i	0.0
O=[N+]([O-])c1ccc(NC(c2ccccc2)c2ccc3cccnc3c2O)cc1 (centres undefined)	?	.
COc1ccccc1NC(=O)COC(=O)c1c(NC(C)=O)sc(C)c1C	i	1.1
CCNC(=O)C1(C)CCN(Cc2cccc(C(F)(F)F)c2)C1 (centres undefined)	i	0.5

The results go on:
Sequence of screens: Myeloid diff 2 | Myeloid diff 2 GFP+ MAC1+ %
CCC(=O)Nc1ccc(C(=O)NNC(=O)c2ccc(Cl)cc2)cc1
  i | 0.3
CN(C(=O)c1cccc(NC(=O)Cc2ccc(NC(=O)C3CCCN(C(=O)C4CCCC4)C3)cc2)c1)C1CC1 (centres undefined)
  i | 0.6
COP(=O)(OC)OC(C(=O)c1ccccc1)c1ccccc1 (centres undefined)
  i | 2.0
CC[C@]12c3[nH]c4cc(CCC(=O)N(C)C)ccc4c3CCN1C(=O)[C@@H](CC(=O)NCCc1ccccn1)C[C@@H]2C(=O)N1CCN(C(=O)C2CC2)CC1
  i | 0.7
CC1(C(=O)O)CCN1C(=O)c1cccc(C(F)(F)F)c1 (centres undefined)
  i | 1.1
O=C1CC(c2ccccc2)Oc2ccccc21 (centres undefined)
  i | 2.5
COc1ccc(C(=O)N2CCCCC2c2cc(C(=O)Nc3ccccc3)no2)cc1 (centres undefined)
  i | 0.9
CC1CCCCC12NC(=O)N(CC(=O)OCc1ccccc1Cl)C2=O (centres undefined)
  i | 0.7
O=C1NC[C@@H](CCCCN2C[C@H](Cc3ccc(O)cc3)N(Cc3ccccc3)C(=O)C2=O)N(CC2CCCCC2)C1=O
  i | 0.6
CCOC(=O)c1cc2nc(OCC)nc(OCC)c2[nH]1
  i | 0.6
CCNC(=O)C1CCCN(C(=O)c2ccc(OC)cc2OC)CC1 (centres undefined)
  i | 0.6
CCOC(=O)[C@]12CCC=C1N(Cc1cccc3ccccc13)C(=O)[C@H](CC(=O)NCCC(C)C)C2
  i | 1.4
CCCC(=O)N1CCC1(C)C(=O)NS(=O)(=O)c1ccc(Cl)cc1 (centres undefined)
  i | 0.5
COc1ccc(CN(CCC(C)C)S(=O)(=O)c2ccccc2Br)c(OC)c1
  i | 0.6
CCN(CC)c1ccc(NC(=O)c2ccccn2)cc1S(=O)(=O)Nc1ccccc1OC
  i | 0.8
O=[N+]([O-])c1ccc2c(c1)-c1ccccc1C2O (centres undefined)
  i | 1.5
CCOc1ccc(NC(=O)c2ccc3c(c2)C(=O)N(Cc2ccncc2)C3=O)cc1
  i | 0.7
CC1=CC(=O)C=CC1=Nc1ccc(N(C)C)cc1
  ? | .
CCN(CC(=O)Nc1c(F)cccc1F)C(=O)CCCSc1nc2ccccc2[nH]1
  i | 0.7
Cc1noc(C)c1-c1ccc(C(=O)NCCN2CCOCC2)c2occc12
  i | 0.5
CC1CCCN(C(=O)CNC(=O)c2sc3ccccc3c2Cl)C1 (centres undefined)
  i | 1.1
O=C(Nc1cccc(C(=O)NC2CC2)c1)c1ccccc1
  i | 0.4
Cc1cc(C(=O)N2CCC2(C)C(=O)O)nn1C(C)(C)C (centres undefined)
  i | 1.3
COc1ccc(C(C)(O)c2nc(-c3cncnc3)cs2)cc1 (centres undefined)
  i | 1.3
COc1ccc(C(NC(=O)C2CCN(CCOc3ccc(Cl)cc3Cl)CC2)c2cccs2)cc1 (centres undefined)
  i | 1.1
CCOc1ccccc1C=C1SC(=S)N(CC)C1=O
  i | 0.8
Cc1cc(C)cc(C(O)c2ncc(-c3ccc(F)cc3)[nH]2)c1 (centres undefined)
  i | 0.6
CCOc1ccc(OCCC(=O)N(CC)CC(=O)Nc2ccccc2OC)cc1
  i | 0.5

A stretch from further up, as a working copy:
Sequence of screens: Myeloid diff 2 | Myeloid diff 2 GFP+ MAC1+ %
CCNC(=O)C1(C)CCN(Cc2cccc(C(F)(F)F)c2)C1 (centres undefined)
  i | 0.5
CCC(=O)Nc1ccc(C(=O)NNC(=O)c2ccc(Cl)cc2)cc1
  i | 0.3
CN(C(=O)c1cccc(NC(=O)Cc2ccc(NC(=O)C3CCCN(C(=O)C4CCCC4)C3)cc2)c1)C1CC1 (centres undefined)
  i | 0.6
COP(=O)(OC)OC(C(=O)c1ccccc1)c1ccccc1 (centres undefined)
  i | 2.0
CC[C@]12c3[nH]c4cc(CCC(=O)N(C)C)ccc4c3CCN1C(=O)[C@@H](CC(=O)NCCc1ccccn1)C[C@@H]2C(=O)N1CCN(C(=O)C2CC2)CC1
  i | 0.7
CC1(C(=O)O)CCN1C(=O)c1cccc(C(F)(F)F)c1 (centres undefined)
  i | 1.1
O=C1CC(c2ccccc2)Oc2ccccc21 (centres undefined)
  i | 2.5
COc1ccc(C(=O)N2CCCCC2c2cc(C(=O)Nc3ccccc3)no2)cc1 (centres undefined)
  i | 0.9
CC1CCCCC12NC(=O)N(CC(=O)OCc1ccccc1Cl)C2=O (centres undefined)
  i | 0.7
O=C1NC[C@@H](CCCCN2C[C@H](Cc3ccc(O)cc3)N(Cc3ccccc3)C(=O)C2=O)N(CC2CCCCC2)C1=O
  i | 0.6
CCOC(=O)c1cc2nc(OCC)nc(OCC)c2[nH]1
  i | 0.6
CCNC(=O)C1CCCN(C(=O)c2ccc(OC)cc2OC)CC1 (centres undefined)
  i | 0.6
CCOC(=O)[C@]12CCC=C1N(Cc1cccc3ccccc13)C(=O)[C@H](CC(=O)NCCC(C)C)C2
  i | 1.4
CCCC(=O)N1CCC1(C)C(=O)NS(=O)(=O)c1ccc(Cl)cc1 (centres undefined)
  i | 0.5
COc1ccc(CN(CCC(C)C)S(=O)(=O)c2ccccc2Br)c(OC)c1
  i | 0.6
CCN(CC)c1ccc(NC(=O)c2ccccn2)cc1S(=O)(=O)Nc1ccccc1OC
  i | 0.8
O=[N+]([O-])c1ccc2c(c1)-c1ccccc1C2O (centres undefined)
  i | 1.5
CCOc1ccc(NC(=O)c2ccc3c(c2)C(=O)N(Cc2ccncc2)C3=O)cc1
  i | 0.7
CC1=CC(=O)C=CC1=Nc1ccc(N(C)C)cc1
  ? | .
CCN(CC(=O)Nc1c(F)cccc1F)C(=O)CCCSc1nc2ccccc2[nH]1
  i | 0.7
Cc1noc(C)c1-c1ccc(C(=O)NCCN2CCOCC2)c2occc12
  i | 0.5
CC1CCCN(C(=O)CNC(=O)c2sc3ccccc3c2Cl)C1 (centres undefined)
  i | 1.1
O=C(Nc1cccc(C(=O)NC2CC2)c1)c1ccccc1
  i | 0.4
Cc1cc(C(=O)N2CCC2(C)C(=O)O)nn1C(C)(C)C (centres undefined)
  i | 1.3
COc1ccc(C(C)(O)c2nc(-c3cncnc3)cs2)cc1 (centres undefined)
  i | 1.3
COc1ccc(C(NC(=O)C2CCN(CCOc3ccc(Cl)cc3Cl)CC2)c2cccs2)cc1 (centres undefined)
  i | 1.1

From PubChem
